# FXN GAA850 act: FXN promoter activators, primary screen, cell-based, luciferase luminescence, HEK293 lucGAA850. HEK293 lucGAA850 FXN promoter luciferase reporter, 24 h; percent of 10 µM SAHA response. activation, % at 6 µM. actives 0.56% (n = 360,000). AID 540364, 2011;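 active means activation above the average of all compounds screened plus 3 SD, cutoff fixed separately per campaign, cut at about 7.5% in these data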;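 further: 0% = DMSO wells and 100% = 10 µM SAHA wells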
# HGIII-sPLA2 inh: human group III sPLA2 inhibitors, primary screen, biochemical, QFRET, BODIPY PC-A2 liposome substrate. Group 3 secretory phospholipase A2 (Homo sapiens), Q9NZ20. QFRET BODIPY PC-A2 liposome hydrolysis, fluorescence. inhibition, % at 12.2 µM. actives 0.56% (n = 370,000). AID 743126, 2013;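 active means inhibition above mean plus 3 SD of compounds lying within the high and low control bounds, cut at about 19% in these data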;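 further: 0% = median of test compound wells and 100% = no enzyme DMSO wells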
# Target sequence (Q9NZ20 whole entry, looked up): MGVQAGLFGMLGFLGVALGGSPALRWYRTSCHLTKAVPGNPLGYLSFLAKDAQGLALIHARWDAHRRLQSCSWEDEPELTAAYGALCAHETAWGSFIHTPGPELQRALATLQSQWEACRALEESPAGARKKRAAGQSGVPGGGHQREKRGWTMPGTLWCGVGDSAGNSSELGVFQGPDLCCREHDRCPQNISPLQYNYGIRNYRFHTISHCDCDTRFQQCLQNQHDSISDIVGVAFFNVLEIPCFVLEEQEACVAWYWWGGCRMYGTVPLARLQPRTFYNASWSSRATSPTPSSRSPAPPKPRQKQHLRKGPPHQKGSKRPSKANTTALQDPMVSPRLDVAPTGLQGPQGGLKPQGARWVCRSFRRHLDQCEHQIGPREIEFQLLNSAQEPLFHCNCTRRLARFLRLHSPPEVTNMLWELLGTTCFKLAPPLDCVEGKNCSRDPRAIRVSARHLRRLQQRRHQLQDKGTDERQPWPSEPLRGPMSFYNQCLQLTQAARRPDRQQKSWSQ
# hcDAF-12 act: H. contortus DAF-12 nuclear receptor activators, primary screen, cell-based, luminescence, HEK293, lit1-tk-luc reporter; HEK293 hcDAF-12 lit1-tk-luc reporter; 0% DMSO, 100% Δ7-dafachronic acid; activation, % at 6.8 µM; actives 1.4% (n = 370,000); AID 652067, 2013;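 active means activation above the mean of all tested compounds plus 3 SD, cut at about 5.5% in these data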;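 further: 100% = response to 3 µM Δ7-dafachronic acid high control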
# PLCg1 inh: PLC-gamma1 enzyme inhibitors, primary screen, biochemical, fluorescence, purified enzyme | fluorogenic substrate | actives 0.84% (n = 370,000) | 1-phosphatidylinositol 4,5-bisphosphate phosphodiesterase gamma-1 (Homo sapiens), P19174 | inhibition, % at 12.2 µM; in the data active means inhibition above about 9.5%
# ADAM17 inh: ADAM17 inhibitors, primary screen, biochemical, QFRET; Disintegrin and metalloproteinase domain-containing protein 17 (Homo sapiens), P78536; recombinant ADAM17, EDANS/DABCYL FRET peptide cleavage; inhibition, % at 6.95 µM; actives 0.83% (n = 370,000); AID 720648, 2013;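 active means inhibition above the mean of compounds lying between control limits plus 3 SD, set per campaign, cut at about 8.5% in these data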;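 further: 0% = DMSO-only wells as the low control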
# Target sequence (P78536 215-824 limits assumed): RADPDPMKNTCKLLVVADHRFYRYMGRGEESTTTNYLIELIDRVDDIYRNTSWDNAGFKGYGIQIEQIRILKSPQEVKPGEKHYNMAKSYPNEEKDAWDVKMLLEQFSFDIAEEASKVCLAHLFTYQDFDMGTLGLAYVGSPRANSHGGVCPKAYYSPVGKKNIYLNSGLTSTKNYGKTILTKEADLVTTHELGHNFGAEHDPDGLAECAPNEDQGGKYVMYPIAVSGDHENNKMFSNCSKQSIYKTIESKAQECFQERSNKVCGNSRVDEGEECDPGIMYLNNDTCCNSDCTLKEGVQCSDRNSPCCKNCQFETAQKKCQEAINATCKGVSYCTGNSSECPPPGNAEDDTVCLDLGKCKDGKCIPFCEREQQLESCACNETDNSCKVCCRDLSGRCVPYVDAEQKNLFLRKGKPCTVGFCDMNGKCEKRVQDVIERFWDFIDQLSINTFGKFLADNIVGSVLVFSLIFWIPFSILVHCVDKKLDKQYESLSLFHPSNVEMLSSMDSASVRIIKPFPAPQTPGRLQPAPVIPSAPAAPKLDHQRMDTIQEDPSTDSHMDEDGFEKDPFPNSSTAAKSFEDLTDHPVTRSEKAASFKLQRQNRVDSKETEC
# hgDAF12 agonist: H. glycines DAF-12 receptor agonists, primary screen, cell-based, luminescence, HEK293, GAL4 fusion, UAS-luciferase. Nuclear hormone receptor DAF-12 (Heterodera glycines), GAL4 fusion. HEK293 GAL4-hgDAF12 UAS-luciferase reporter, agonist luminescence; normalized to butyrate control. actives 1.8% (n = 370,000). activation, % at 6.8 µM;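 active means activation above a cutoff set at the mean of all screened compounds plus 3 SD, cut at about 10% in these data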;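 further: 0% = DMSO wells and 100% = sodium butyrate wells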
# PLC-beta3 inh: human PLC-beta3 inhibitors, primary screen, biochemical, fluorescence; 1-phosphatidylinositol 4,5-bisphosphate phosphodiesterase beta-3 (Homo sapiens), Q01970; Purified PLC-beta3, fluorogenic substrate; inhibition, % at 12.2 µM; actives 0.18% (n = 370,000); AID 720704, 2013; in the data active means inhibition above about 11%;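 further: 0% = median of compound wells on plate and 100% = full blocker control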
# DAX1 inh-1: DAX1 (NR0B1) inhibitors on StAR promoter, primary screen, cell-based, luminescence, SF-1 (NR5A1), full-length DAX-1; AID 652010, 2013; actives 1.1% (n = 370,000); inhibition, % at 6.8 µM; HEK293T StAR-luciferase reporter, SF-1/DAX-1 repression relief;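 active means inhibition above the mean over all tested compounds plus 3 SD, cut at about 3.6% in these data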;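 further: 0% = DAX-1 cells with DMSO and 100% = cells lacking DAX-1 with DMSO; higher inhibition means more luminescence from relief of DAX-1 repression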
# ADAM10 inh: human ADAM10 inhibitors, primary screen, biochemical, QFRET, HTS. Disintegrin and metalloproteinase domain-containing protein 10 (Homo sapiens), O14672. recombinant ADAM10, EDANS/DABCYL FRET peptide cleavage, 3 h. inhibition, % at 7 µM. actives 0.62% (n = 370,000);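 active means inhibition above a per-campaign cutoff equal to the mean of compounds falling between control-based bounds plus 3 SD, cut at about 20% in these data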;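 further: 0% = DMSO wells while the 100% control is not disclosed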
# ssDAF-12 act: S. stercoralis DAF-12 nuclear receptor activators, primary screen, cell-based, luminescence, HEK293, GRIP1 co-expression, lit1-tk-luc; activation, % at 6.8 µM; HEK293 ssDAF-12/GRIP1 lit1-tk-luc reporter; % of 3 µM dafachronic acid response; actives 1% (n = 370,000); Nuclear hormone receptor DAF-12 (Strongyloides stercoralis);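 active means activation above the mean over all tested compounds plus 3 SD, cut at about 0.9% in these data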;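 further: 0% = DMSO-only wells and 100% = 3 µM delta7-dafachronic acid wells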
# DAX1 inh-2: DAX1 (NR0B1) inhibitors, primary screen, cell-based, HEK293, Gal4-DAX1, luciferase luminescence. Nuclear receptor subfamily 0 group B member 1 (Homo sapiens), P51843. HEK293 Gal4-DAX1 luciferase reporter. inhibition, % at 6.75 µM. actives 0.99% (n = 340,000). AID 504766, 2011;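 active means inhibition above the mean over all tested compounds plus 3 SD, cut at about 4.2% in these data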;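 further: 0% = DAX1-transfected cells with DMSO and 100% = empty-vector control cells with DMSO; inhibition shows as a rise in luminescence from relieved DAX1 repression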
# Numbers without * were called inactive; nt = no result given.
SMILES,FXN GAA850 act,HGIII-sPLA2 inh,hcDAF-12 act,PLCg1 inh,ADAM17 inh,hgDAF12 agonist,PLC-beta3 inh,DAX1 inh-1,ADAM10 inh,ssDAF-12 act,DAX1 inh-2
O=C(c1cc(C2CCCCN2S(=O)(=O)Cc2ccccc2)on1)N1CCOCC1 (centres undefined),2.5,-4,-2.2,-2,0,1.2,-2,-0.1,0,-1.7,nt
CC(=O)Nc1cc2c(cc1[N+](=O)[O-])-c1ccccc1C2=NO,3.1,-30,0.1,0,4,1.1,-3,1.2,5,-0.8,2.2
CC(=O)N[C@H](Cc1c[nH]c2ccccc12)C(=O)O,0.2,2,8.2*,-1,-4,0.8,-1,-0.1,9,-0.3,-0.7
COc1ccccc1NC(=O)Cn1c(CCC(=O)O)ccc1-c1ccc(C)cc1,-0.3,-23,1.3,-19,-22,-0.6,-23,-0.4,-59,-0.2,-0.5
Cc1cc(C)c(C)c(S(=O)(=O)N2CCC(C(=O)N(C)Cc3nc4ccccc4c(=O)[nH]3)CC2)c1C,0.0,-27,-1.4,1,3,-0.3,3,0.9,1,-0.8,-1.4
C=CCOC(=O)C(CO)NC(=O)CCCC(=O)O (centres undefined),nt,8,-1.6,5,1,7.0,0,0.3,1,-1.2,nt
CCc1ccc(NS(=O)(=O)c2cccs2)cc1,3.0,-13,0.1,1,-1,-0.3,3,0.7,-1,-1.4,-1.1
COc1ccc(-c2cc(C(F)F)n3ncc(C(=O)N4CCCc5ccccc54)c3n2)cc1,2.0,2,1.4,-104,-32,-0.1,-133,-0.4,-116,-0.6,0.2
O=C1c2ccccc2C(=O)N1c1ncccn1,-3.7,1,-0.5,5,3,-0.8,8,0.5,-6,-0.6,1.0
O=C(c1cccs1)n1ccc2ccc(-c3ccc4ccn(C(=O)c5cccs5)c4c3)cc21,nt,0,3.8,-21,-2,0.5,-29,0.6,-10,0.2,nt
Cc1ccc(-n2c(C)cc(/C([O-])=C(/C(=S)Nc3ccc(F)c(Cl)c3)[n+]3ccccc3)c2C)cc1,-0.3,4,-0.3,-19,-1,-0.5,-20,-0.2,-2,-0.4,0.1
CC1(C)CC(=O)C=C(c2n[nH]nc2C2=CCCCC2)C1,-0.2,-11,1.0,-8,-7,0.7,-14,0.6,-16,-0.5,-1.0
O=C(NCCN1C(=O)S/C(=C\c2ccc(OC(F)F)cc2)C1=O)c1cnccn1,-2.3,-8,-1.7,9,4,3.2,5,-2.3,5,-1.6,-3.1
COc1cccc(-c2csc(N3CCN(C(=O)Nc4ccccc4OC)CC3)n2)c1,0.3,1,-1.7,-4,3,1.9,-5,0.0,10,-1.4,-0.7
CCOc1ccc(CC(=O)Nc2ccc(S(=O)(=O)Nc3cc(C)on3)cc2)cc1OCC,-1.8,-17,-0.9,2,0,1.6,-2,0.1,-1,-0.3,0.4
COc1ccccc1C(=O)N1CCN(C(=O)[C@H]2O[C@@H](n3cnc4c(N)ncnc43)[C@H](O)[C@@H]2O)CC1,nt,6,-0.5,2,-5,-3.2,2,1.0,-9,-1.0,nt
Cc1ccc(CNC(=O)CSc2ccc(-c3ccco3)nn2)cc1,0.2,-3,-0.8,-9,-9,-1.9,-6,-0.3,-17,-1.8,-1.0
Cc1cccc(C(C(C(=O)c2ccccc2)N2CCOCC2)N2CCOCC2)c1 (centres undefined),-0.2,2,0.0,-8,-2,1.3,-7,0.5,-1,0.3,-0.2
Cc1nc(-c2ccc3c(c2)CCC(=O)N3)cs1,4.1,-3,-0.7,0,-2,2.1,-3,0.1,-3,-1.2,2.4
O=C1C2ON(c3ccc(Cl)cc3)C(c3ccco3)C2C(=O)N1c1ccccc1 (centres undefined),0.0,-10,0.5,-2,-5,-1.8,-11,0.2,-4,-0.7,-0.6
COc1ccc(CN(C(=O)c2ccc(-c3ccccc3)[nH]2)C(C(=O)NCC2CCCO2)c2ccc(C)o2)cc1 (centres undefined),-3.2,-24,-3.0,-10,6,-1.4,-7,-0.7,11,-1.7,-1.4
COc1ccc(OCc2cc(C(=O)NCCCc3ccccc3)no2)c(Cl)c1,-1.2,-17,0.1,0,1,-1.3,-12,-1.9,12,-1.5,0.4
O=C(CCc1ccccc1)Nc1ccccc1[N+](=O)[O-],4.3,-5,0.1,5,2,7.9,2,1.9,6,-0.8,2.8
C#CC[N+](C)(C)CC#Cc1ccc(Cl)cc1,0.8,-3,1.2,-1,0,-3.2,4,-0.3,5,-1.4,0.5
CC(=O)n1nc(-c2ccccc2)nc1NCc1ccc(F)cc1,1.9,-1,-0.6,7,6,3.7,3,0.7,6,-1.4,3.0

# Next section; it opens with the 3 that closed the last part.
SMILES,FXN GAA850 act,HGIII-sPLA2 inh,hcDAF-12 act,PLCg1 inh,ADAM17 inh,hgDAF12 agonist,PLC-beta3 inh,DAX1 inh-1,ADAM10 inh,ssDAF-12 act,DAX1 inh-2
O=C(CCc1ccccc1)Nc1ccccc1[N+](=O)[O-],4.3,-5,0.1,5,2,7.9,2,1.9,6,-0.8,2.8
C#CC[N+](C)(C)CC#Cc1ccc(Cl)cc1,0.8,-3,1.2,-1,0,-3.2,4,-0.3,5,-1.4,0.5
CC(=O)n1nc(-c2ccccc2)nc1NCc1ccc(F)cc1,1.9,-1,-0.6,7,6,3.7,3,0.7,6,-1.4,3.0
CCOc1ccccc1NC(=O)C1CCCN(S(=O)(=O)c2ccc3c(c2)C(C)(C)C(=O)N3C)C1 (centres undefined),-3.0,0,-2.8,7,1,-2.7,6,-0.1,5,-1.7,0.1
COc1ccc(C2/C(=C(/O)c3cnn(-c4ccccc4)c3C)C(=O)C(=O)N2CCN(C)C)cc1OC (centres undefined),2.0,2,-1.7,-2,4,-3.0,-18,0.4,9,-0.8,0.5
O=C(C1CCCO1)N1CCN(C(=S)Nc2ccc(Cl)cc2)CC1 (centres undefined),2.1,10,2.2,-1,-1,0.8,0,-0.8,-1,0.8,0.8
CCOP(=O)(Nc1ccc2oc(=O)c3ccccc3c2c1)OCC,2.3,9,1.7,-120,-20,-2.6,-168,-0.2,-34,-1.7,-0.9
O=C(Nc1ccc(S(=O)(=O)N2CCOCC2)cc1)c1ccc(=O)[nH]c1,nt,0,0.6,5,1,4.9,-4,0.6,6,-1.3,nt
CCCC(=O)Nc1c(-c2ccccc2)[nH][nH]c1=O,nt,8,-0.6,-2,-1,1.5,3,-0.9,1,-0.8,nt
COc1ccc2c(c1)C(C)=CC(C)(C)N2C(=O)CN1C(=O)CCC1=O,-0.2,8,1.7,-3,-7,1.7,3,-0.1,-2,-1.4,-0.1
Cc1cc(CSc2ccccc2)ccc1NC(=O)COc1ccccc1,0.5,-13,-1.9,-2,-2,2.9,0,-0.7,4,-1.1,-0.7
CN1CCC[C@@H]1CCO[C@](C)(c1ccccc1)c1ccc(Cl)cc1,-4.1,7,-1.8,2,-8,0.0,-2,0.1,-5,-0.7,2.0
CC1CC(C)CN(C(=O)Cn2c(SCC(=O)N3CCc4ccccc4C3)nc3ccccc32)C1 (centres undefined),-0.4,-7,-1.1,4,-5,-1.6,3,-0.8,-4,-0.9,-1.1
COc1ccc(OCC(=O)OCC(=O)Nc2ccc(S(=O)(=O)N3CCCCC3)cc2)cc1,1.7,-24,-1.2,1,0,0.5,-1,-0.2,-6,-0.9,-1.6
COc1ccc(-c2nnc(Nc3ccc(S(=O)(=O)Nc4nccs4)cc3)c3ccccc23)cc1,0.6,-16,-0.6,-114,-6,-1.4,-145,2.0,-13,-1.0,-2.2
COC(=O)C1=C(C)N(Cc2cccc(C(F)(F)F)c2)C(=NCC2CC2)NC1c1cccc(F)c1 (centres undefined),nt,-6,-1.6,1,-4,-2.2,1,1.4,-5,-0.2,nt
CCOC(=O)C(NC(C)=O)C(=O)Nc1ccc(C)cc1C (centres undefined),0.5,1,-1.4,3,-2,-3.5,4,0.2,11,-1.6,-1.0
CCOC(=O)[C@H]1[C@H]2COc3cc(OC)ccc3[C@@H]2N2C(=O)c3cc(OC)c(OC)cc3NC(=O)[C@@]12C,0.1,22*,-1.5,0,6,-1.8,-1,-0.1,3,-0.8,1.4
Cc1ccc(OCC(=O)NNC(=O)C2CCN(c3nccc(C)n3)CC2)cc1,0.6,-3,-1.7,-12,-11,0.8,-14,0.0,-34,-1.2,-0.5
CCN(CC)CCN(C(=O)c1ccc(S(=O)(=O)N(CC)c2ccccc2)cc1)c1nc2c(OC)ccc(OC)c2s1,0.5,2,0.4,2,2,-1.2,-7,1.4,3,-0.7,0.0
COc1ccc(N2CCN(C3CCN(S(=O)(=O)c4ccc(F)cc4)CC3)CC2)cc1,1.7,1,1.3,1,1,1.0,1,-0.5,-8,-1.0,-1.0
CC(=O)/C(N=Nc1nc2c([nH]1)c(=O)n(C)c(=O)n2C)=C(\C)O,0.4,-4,1.4,0,-4,-0.8,-6,0.2,-3,-1.7,0.5
CCC(C)N1CCCCC1C(=O)Nc1c(C)cc(C)cc1C (centres undefined),0.7,0,-1.8,0,-2,-0.3,0,1.1,-2,-1.6,1.8
C/C(=N\Nc1ccc([N+](=O)[O-])cc1)c1ccc(-n2nncc2C)cc1,2.9,-21,-2.9,-118,0,1.3,-143,-1.4,5,-2.0,-3.1
COC(=O)c1cc(=O)nc(NN=C(C)C)s1,nt,9,-0.5,-3,-4,3.5,-7,-0.1,-8,-0.9,nt
COc1ccc(Cl)cc1C(=O)O/N=C(\N)c1ccccn1,5.1,2,7.1*,3,-1,6.0,-2,1.9,0,0.1,3.4
COc1cc2c(cc1OC)NC(=O)C2,1.3,10,-1.3,3,-2,-1.7,-2,-1.1,-15,-1.0,1.3
CCC(C)(C)NC(=O)CN(CCc1cccc(C)c1)C(=O)c1csnn1,-0.4,8,-1.0,-2,-4,2.2,-4,-0.5,-9,-1.9,1.7
c1ccc(-c2noc(CSc3nnc(Cc4cccs4)n3-c3ccccc3)n2)cc1,-0.6,-23,-3.3,-1,1,-1.9,0,-1.2,5,-1.1,-1.0
